# Screening results (PubChem)
# TRPC4 potent: TRPC4 (mouse) allosteric potentiation | HEK293 TRPC4beta/mu-opioid, DAMGO EC20, Fluo-4 Ca2+ flux; stronger effect = higher value | B-score at 10 µM | 310,000 compounds, 0.42% hits | AID 2227;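 active = B-score of calcium response area above 5 SD of library B-scores, with initial fluorescence ratio within 5 SD of library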;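 note: B-score of integrated fluorescence ratio over time as area under calcium response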
# Platelet DG rel: platelet dense granule release activity; human platelet-rich plasma, SFLLRN dense granule ATP release, luminescence; inhibition, %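 (compounds screened at 7.5 µM in platelet-rich plasma)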; 300,000 compounds, 0.22% hits; AID 1663;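 active = mean replicate score, as percent of positive control, at or above 50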
# KCNQ1 block: inhibitors of human KCNQ1 potassium channel; P51787; CHO-K1 KCNQ1, FluxOR thallium flux fluorescence; stronger effect = higher value; B-score at 10 µM; 310,000 compounds, 1.3% hits;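 active = compounds whose thallium flux B-score, printed positive for inhibition, exceeds three library SD while starting fluorescence stays within three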;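 note: channel opened by potassium depolarization with thallium stimulus after 20 min compound exposure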
# Target sequence (P51787 whole entry, looked up): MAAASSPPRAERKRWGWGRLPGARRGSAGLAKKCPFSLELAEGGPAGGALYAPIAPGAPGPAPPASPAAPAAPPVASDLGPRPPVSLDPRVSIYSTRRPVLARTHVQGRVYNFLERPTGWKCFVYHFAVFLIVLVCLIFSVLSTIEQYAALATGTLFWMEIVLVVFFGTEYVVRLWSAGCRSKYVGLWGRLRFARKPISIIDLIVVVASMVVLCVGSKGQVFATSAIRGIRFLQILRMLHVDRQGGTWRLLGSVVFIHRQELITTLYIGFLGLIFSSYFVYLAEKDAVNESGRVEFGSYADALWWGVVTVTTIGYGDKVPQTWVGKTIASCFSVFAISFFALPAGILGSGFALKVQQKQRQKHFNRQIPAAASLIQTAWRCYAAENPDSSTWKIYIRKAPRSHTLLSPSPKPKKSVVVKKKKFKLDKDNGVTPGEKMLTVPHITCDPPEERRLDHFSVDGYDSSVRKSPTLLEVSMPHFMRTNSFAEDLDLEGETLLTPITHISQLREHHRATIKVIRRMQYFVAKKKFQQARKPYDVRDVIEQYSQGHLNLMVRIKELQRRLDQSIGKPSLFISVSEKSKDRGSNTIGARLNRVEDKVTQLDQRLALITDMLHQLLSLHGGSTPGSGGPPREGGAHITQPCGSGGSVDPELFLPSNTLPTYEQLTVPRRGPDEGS
# TRPC4 act: activators of mouse TRPC4 channel. Q9QUQ5. HEK293 TRPC4beta/mu-opioid, Fluo4 calcium fluorescence; stronger effect = higher value. B-score at 10 µM. 310,000 compounds, 0.49% hits;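 active = B-score above 5 SD of library B-scores, and initial fluorescence ratio not above library mean plus 5 SD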;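 note: positive B-score marks a calcium rise read as TRPC4 activation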
#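 System – HEK293 cells stably co-expressing mouse TRPC4beta and mu-opioid receptor · Signal – Fluo4 calcium-sensitive dye fluorescence, kinetic, 1 Hz baseline · Benchmarks – buffer (low) and maximal DAMGO (high) · Read-out – B score of integrated fluorescence ratio per well · Incubation – dye loading 45 min room temperature, 110 s kinetic read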
# PolyA inh: inhibitors of polyadenylation in S. cerevisiae; S. cerevisiae SKY197-pL101 polyadenylation reporter, beta-gal luminescence; efflux-impaired pdr1/pdr3 knockout yeast; score 100 = 6 SD above DMSO; calls only at 12 µM; 300,000 compounds, 0.02% hits; AID 1875;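 active = lowest replicate activity score at least 50, where 100 means six control SD above control mean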;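 note: yeast exposed to compound for 9 h at 30 °C; higher score means more reporter readthrough which indicates perturbed polyadenylation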
# KCNK3 inh: human KCNK3 channel inhibition, primary screen | CHO-KCNK3 thallium flux, FluxOR fluorescence; stronger effect = lower value | O14649 | 340,000 compounds, 0.84% hits | AID 602410 | B-score at 10 µM;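 active = B-score under library mean minus 4 SD, starting fluorescence ratio at most library mean plus 5 SD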;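 note: more negative B-score means stronger inhibition of thallium flux through KCNK3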
# Target sequence (O14649 whole entry, looked up): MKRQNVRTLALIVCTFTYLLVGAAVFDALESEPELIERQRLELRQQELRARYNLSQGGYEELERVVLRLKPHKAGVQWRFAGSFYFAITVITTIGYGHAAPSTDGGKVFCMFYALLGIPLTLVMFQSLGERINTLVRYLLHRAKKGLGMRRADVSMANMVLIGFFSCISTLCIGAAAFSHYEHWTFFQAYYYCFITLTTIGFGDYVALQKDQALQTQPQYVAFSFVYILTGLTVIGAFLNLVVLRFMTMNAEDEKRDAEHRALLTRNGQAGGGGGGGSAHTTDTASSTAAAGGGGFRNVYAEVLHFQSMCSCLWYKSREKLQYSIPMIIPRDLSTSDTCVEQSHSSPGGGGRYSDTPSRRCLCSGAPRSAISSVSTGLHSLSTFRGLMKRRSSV
# KCNQ1 act: potentiators or activators of human KCNQ1 potassium channel. P51787. CHO-K1 KCNQ1, thallium flux FluxOR fluorescence; stronger effect = higher value. B-score at 10 µM. 310,000 compounds, 0.35% hits. AID 2648;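 active = fluorescence ratio B-score, a plate-corrected score, at least three library SD, with initial intensity B-score within 5 SD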
#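 Medium – assay buffer, equal DMSO in all wells · Material – CHO-K1 cell line with stable KCNQ1 potassium channel expression · Signal – kinetic FluxOR thallium fluorescence, 10-s 1-Hz baseline, 110-s post-stimulus read · Compound – single concentration per compound, DMSO matched to controls · Schedule – 37 °C overnight plating, 90-min dark dye load, 20-min compound pretreatment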
# hERG rescue: compounds protecting human hERG from proarrhythmic drug block; Q12809; CHO-hERG, FluxOR thallium flux, dofetilide IC70 present; activation (rescue from dofetilide block), less the hit threshold, % at 10 µM; 310,000 compounds, 0.51% hits; AID 1511;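 active = activation above the mean of controls blocked by dofetilide plus 5 SD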;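 note: thallium influx through hERG after potassium depolarization seen as dye fluorescence rise; in these data hits start at about 4.7%; inactives centre near -7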
# TRPC4 inh: inhibitors of mouse TRPC4 channel; Q9QUQ5; HEK293 TRPC4beta/mu-opioid, DAMGO-evoked Fluo4 calcium flux; stronger effect = lower value; 300,000 compounds, 0.39% hits; AID 2247; B-score at 10 µM;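 active = B-score over 3 SD under the library average, no early fluorescence shift, positive overall ratio signal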
#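 Signal: kinetic Fluo4 fluorescence imaging of calcium influx. Material: stable TRPC4beta/mu-opioid receptor HEK293 cells. Probe or stimulus: DAMGO in two steps, submaximal then maximal.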
# Dyrk1A ADPGlo: blocks rat Dyrk1A kinase activity; Q63470; ADP-Glo luminescence, NFATc1 peptide; inhibition, % at 12.5 µM; 310,000 compounds, 0.43% hits; AID 504441; in the data active = inhibition above about 50%;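 note: plate controls were vehicle with enzyme for no effect and no enzyme for full effect; many of its hits are not listed in these tables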
# KCNK9 inh: human KCNK9 channel inhibition; B-score at 10 µM; Q9NPC2; AID 488922; HEK293 KCNK9, FluxOR thallium flux fluorescence; stronger effect = lower value; 310,000 compounds, 1.2% hits;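 active = ratio B-score over 3 SD below the library mean, with starting fluorescence within 5 SD of its mean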;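 note: negative B-score means less thallium flux so channel inhibition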
# Numbers without * were called inactive; i = inactive; / = not tested or not shown. This is a subset (hit frequency here may not be typical).
# Value order: TRPC4 potent	Platelet DG rel	KCNQ1 block	TRPC4 act	PolyA inh	KCNK3 inh	KCNQ1 act	hERG rescue	TRPC4 inh	Dyrk1A ADPGlo	KCNK9 inh
- CC1CCC(=C(C#N)c2nc(-c3cc4ccccc4oc3=O)cs2)CC1 (stereo unspecified)
→ i	2	i	i	i	i	i	-4	i	4	i
- Cc1ccc(CNc2oc(-c3ccco3)nc2C#N)cc1
→ i	4	i	i	i	i	i	-7	i	-3	i
- O=C(Nc1ccc(Cl)c(Cl)c1)c1ccc2c(c1)OCO2
→ i	3	i	i	i	i	i	-6	i	5	i
- Cc1ccc2nc(NC(=O)Cn3nc(C)c([N+](=O)[O-])c3C)sc2c1
→ i	8	i	i	i	i	i	-7	i	1	i
- CCS(=O)(=O)N1CCCC(C(=O)NCc2cccc(OC)c2)C1 (stereo unspecified)
→ i	3	i	i	i	i	i	-7	i	-4	i
- COC(C/C=C\[C@@H](O)COCc1ccccc1)OC
→ i	-1	i	i	i	i	i	-6	i	5	i
- Cc1ccc(NC(=O)Nc2ccccc2)cc1[N+](=O)[O-]
→ i	25	i	i	i	i	i	-10	i	/	i
- CCOc1cc(C2NC(=O)NC(c3ccccc3)=C2C(C)=O)ccc1OC(C)=O (stereo unspecified)
→ i	-4	i	i	i	i	i	-10	i	-4	i
- Cc1c(Cl)cccc1NC(=S)NCc1ccccc1
→ i	-3	i	i	i	i	i	-9	i	-4	i
- CCOc1ccc2nc3c(cc2c1)CN(CCCO)C(=NCCOC)S3
→ i	12	i	i	i	i	i	0	i	-1	i
- Cc1cc2nccc(-c3cccnc3)n2n1
→ i	2	i	i	i	i	i	-6	i	4	i
- C/C=C/C=C/C(=O)OCC(=O)Nc1ccc(Cl)cc1
→ i	0	i	i	i	i	i	1	i	3	i
- NS(=O)(=O)c1ccc(CNC(=O)c2cc(-c3cccnc3)nc3ccc(Br)cc23)cc1
→ i	-10	i	i	i	i	i	-1	i	5	i
- CCn1cc(C(=O)O)c(=O)c2cc(F)c(N3CCN(C(=S)Nc4ccc(OC)cc4)CC3)cc21
→ i	7	i	i	i	i	i	-8	i	-1	i
- O=C(N/N=C/c1ccc(Cl)cc1)c1cc2c(s1)-c1ccccc1CC2
→ i	-2	i	i	i	i	i	-11	i	-3	i
- COc1ccc(NC(=O)N2CCCC2C(=O)NCC2CCCCC2)cc1 (stereo unspecified)
→ i	-8	i	i	i	i	i	-11	i	3	i
- COc1ccc(NC(=S)Nc2ccc3nc(C)c(C)nc3c2)cc1
→ i	11	i	i	i	i	i	-13	i	10	i
- NS(=O)(=O)c1ccc(CCN2C(=O)CCC2=O)cc1
→ i	2	i	i	i	i	i	-4	i	0	i
- O=C(Nc1ccccc1Br)c1ccc(N2CCCC2=O)cc1
→ i	-7	i	i	i	i	i	-3	i	-1	i
- CCOc1ccc(N(CC(=O)N2CCC(Cc3ccccc3)CC2)S(C)(=O)=O)cc1
→ i	4	i	i	i	i	i	-7	i	-2	i
- O=C(CCC(=O)c1cccs1)NCc1ccccc1
→ i	4	i	i	i	i	i	-7	i	2	i
- COC(=O)[C@H]1[C@H](c2ccccc2)[C@H](C(=O)OC)O[C@H]1c1ccccc1
→ i	-15	i	i	i	i	i	-13	i	12	i
- COc1ccc(OC)c(/C=C2\Oc3cc(OCC(=O)N4CC(O)C[C@H]4C(=O)O)ccc3C2=O)c1 (stereo partly specified)
→ i	1	i	i	i	i	i	-2	i	18	i
- O=C(Nc1ccc(S(=O)(=O)NC2=NCCCCC2)cc1)c1ccc(Cl)cc1Cl
→ i	-2	i	i	i	i	i	-5	i	-2	i
- O=C(Nc1ccccc1C(=O)NCCCN1CCOCC1)c1ccc(Cl)cc1
→ i	-3	i	i	i	i	i	-11	i	-2	i
- CCCn1c(SCC(=O)c2ccc3c(c2)OCCO3)nnc1-c1ccco1
→ i	1	i	i	i	i	i	-7	i	-1	i
- CC1CCCN(C(=O)C2CCN(CC(C)c3ccccc3)CC2)C1 (stereo unspecified)
→ i	-40	i	i	i	i	i	-5	i	-1	i
- CC(C(=O)NCc1ccccn1)c1ccc([N+](=O)[O-])cc1 (stereo unspecified)
→ i	3	i	i	i	i	i	-12	i	-1	i
- Cc1nnc(SCC(=O)Nc2sc3c(c2C(N)=O)CCCC3)[nH]c1=O
→ i	2	i	i	i	i	i	-8	i	12	i
- CCC(=O)O[C@]1(C(=O)CCl)[C@@H](C)C[C@H]2[C@@H]3CCC4=CC(=O)C=C[C@]4(C)[C@@]3(F)[C@@H](O)C[C@@]21C
→ i	-5	i	i	i	i	i	-10	i	0	i
- O=C(N/N=C/c1ccc(OC(F)F)cc1OC(F)F)c1ccc(Br)cc1
→ i	-3	i	i	i	i	i	-5	i	1	i
- Clc1ccc(OCc2nn3c(-c4ccco4)nnc3s2)cc1
→ i	-16	i	i	i	i	i	-2	i	3	i
- COc1ccccc1CNC(=O)c1sccc1-c1ccccc1
→ i	-4	i	i	i	-10*	i	-7	i	3	i
- CCN(CC)c1ccc(/C=N/N2CCOCC2)c(O)c1
→ i	-13	i	i	i	i	i	-7	i	0	i
- CC(=O)OC1C([N+]2(C)CCCCC2)C[C@H]2C3CC[C@H]4C[C@H](OC(C)=O)C([N+]5(C)CCCCC5)CC4(C)[C@H]3CCC12C (stereo partly specified)
→ i	4	i	i	i	i	i	-2	i	9	i
- O=C(O)c1ccccc1C(=O)NCc1ccc2c(c1)OCO2
→ i	3	i	i	i	i	i	-6	i	2	i
- COc1cccc(C(=O)NC23CC4CC(CC(C4)C2)C3)c1
→ i	0	i	i	i	i	i	-6	i	6	i
- CC(C)CC(CO)N1CCN(C(=O)c2ccc(Cl)c(Cl)c2)CCC1=O (stereo unspecified)
→ i	9	i	i	i	i	i	-3	i	-9	i
- COc1ccccc1CNC(=O)C1CCN(S(=O)(=O)c2ccc3c(c2)NC(=O)CO3)CC1
→ i	-2	i	i	i	i	i	-7	i	1	i
- COCCNC(=S)N(CCc1c(C)[nH]c2ccc(F)cc12)Cc1cccs1
→ i	1	i	i	i	i	i	-6	i	3	i
- Cc1ccc(CC2S/C(=C(/C#N)C(=O)NCc3ccco3)N(c3ccccc3)C2=O)cc1 (stereo unspecified)
→ i	6	i	i	i	i	i	-3	i	-2	i
- Cc1ccc(NS(=O)(=O)c2ccccc2)c2c1CC(C)(C)O2
→ i	1	i	i	i	i	i	-7	i	-2	i
- CN(C)CCCn1c(NC(=O)C2CCCCC2)nc2ccccc21
→ i	4	i	i	i	i	i	-3	i	-5	i
- COc1ccc(C2=NOC(C(=O)Nc3ccc(C)cc3)C2)cc1OC (stereo unspecified)
→ i	9	i	i	i	i	i	-7	i	-2	i
- C=CCNC(C(=O)Nc1cccc(OC)c1)c1ccccc1 (stereo unspecified)
→ i	1	i	i	i	i	i	-9	i	-2	i

# Entries of single compounds, looked up by structure. Order of values: TRPC4 potent, Platelet DG rel, KCNQ1 block, TRPC4 act, PolyA inh, KCNK3 inh, KCNQ1 act, hERG rescue, TRPC4 inh, Dyrk1A ADPGlo, KCNK9 inh
# `COc1ccccc1CNC(=O)C1CCN(S(=O)(=O)c2ccc3c(c2)NC(=O)CO3)CC1` as listed: i, -2, i, i, i, i, i, -7, i, 1, i
# `Clc1ccc(OCc2nn3c(-c4ccco4)nnc3s2)cc1` as listed: i, -16, i, i, i, i, i, -2, i, 3, i
# `C=CCNC(C(=O)Nc1cccc(OC)c1)c1ccccc1` (stereo unspecified) as listed: i, 1, i, i, i, i, i, -9, i, -2, i

# Following part:
# Value order: TRPC4 potent	Platelet DG rel	KCNQ1 block	TRPC4 act	PolyA inh	KCNK3 inh	KCNQ1 act	hERG rescue	TRPC4 inh	Dyrk1A ADPGlo	KCNK9 inh
- Cc1ccc(-n2cnn(-c3ccc([N+](=O)[O-])cc3[N+](=O)[O-])c2=O)cc1
→ i	-8	i	i	i	i	i	-8	-6*	0	i
- O=C(NCC1CCCO1)C1CCN(S(=O)(=O)c2cccc3nonc23)CC1 (stereo unspecified)
→ i	-1	i	i	i	i	i	-7	i	1	i
- CCCCn1nc2cc(C(=O)NCC3CC3)ccc2c1OCC
→ i	5	i	i	i	i	i	-9	i	-3	i
- COc1ccc(-c2csc3ncn(-c4cccc(C)c4)c(=O)c23)cc1OC
→ i	15	i	i	i	i	i	-8	i	1	i
- CC1CCCCN1C(=O)Nc1ccccc1Cl (stereo unspecified)
→ i	-1	i	i	i	i	i	-8	i	-4	i
- COc1ccc2nc(SCC(=O)Nc3ccccc3C)[nH]c2c1
→ i	1	i	i	i	i	i	-13	i	1	i
- O=C(CCC1CCCCC1)NCCS(=O)(=O)N1CCN(c2ccc(F)cc2)CC1
→ i	2	i	i	i	i	i	-12	i	-3	i
- CCOC(=O)c1c(C)[nH]sc1=S
→ i	1	i	i	i	i	i	-1	i	-1	i
- CCc1ccccc1-n1ncc(C(=O)Nc2ccccc2OC)c1C
→ i	6	i	i	i	i	i	-9	i	-1	i
- Cc1ccc(NC(=O)N2CCCn3c(SCC(=O)c4ccccc4)nnc32)cc1
→ i	-2	i	i	i	i	i	-14	i	/	i
- CCOC(=O)N1CCN(S(=O)(=O)c2ccc(C)cc2)C1
→ i	-14	i	i	i	i	i	-6	i	5	i
- Cc1ccc(S(=O)(=O)Oc2ccc3ccc(O)cc3c2)cc1
→ i	-3	i	i	i	i	i	-11	i	/	i
- CC(=O)NC(CCCN1C(=O)c2ccccc2C1=O)c1nnn(C)n1 (stereo unspecified)
→ i	1	i	i	i	i	i	-6	i	-2	i
- CC(C)CCNC(=O)C1CCN(S(=O)(=O)c2ccc3nc4c(c(C(=O)O)c3c2)CCCCC4)CC1
→ i	3	i	i	i	i	i	-2	i	5	i
- COc1ccc(CCNC(=O)c2cnc(Cl)c(Cl)c2)cc1
→ i	0	i	i	i	i	i	-3	i	0	i
- CCn1cc(CN2CCC(n3nccc3NC(=O)c3cccc(F)c3)CC2)c(C)n1
→ i	-2	i	i	i	i	i	-4	i	-4	i
- Cc1ccc(C(=O)NNC(=O)CNc2cccc(Cl)c2)cc1
→ i	1	i	i	i	i	i	-17	i	0	i
- Cc1ccc(S(=O)(=O)c2cc3c(=O)n4ccccc4nc3n(C)c2=N)cc1
→ i	12	i	i	i	i	i	-10	i	1	i
- O=C(CC(SCCO)c1ccc2c(c1)OCO2)c1cccs1 (stereo unspecified)
→ i	1	i	i	i	i	i	-1	i	29	i
